Source: PubChem BioAssay (several laboratories)
Large T inhibition – SV40 large T antigen inhibitors, biochemical (AID 1903) | 0.39% of 310,000 active | SV40 large T antigen ATPase/helicase inhibition assay; higher % means a stronger effect | inhibition, % at 20 µM, or IC50 in µM where a hit was titrated; in the data active = a potency from the dose series; inconclusive = inhibition mostly from about 32% at the one dose, without a potency; inactive = the rest, 99 in 100 with inhibition below about 32%; also: strong numbers were not always called active
Myeloid diff MLP – induction of myeloid progenitor differentiation, primary screen, cell-based, flow cytometry, MLPCN library | calls only at 10 µM | ER-HoxA9 myeloid progenitors, lysozyme-GFP differentiation | 1% of 360,000 active;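 active = normalized GFP-positive differentiation at or above the plate's own cutoff, the solvent-only control mean plus 3 SD; inconclusive = no clear call, values can overlap the other calls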;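 also: cells exposed to compound for four days before flow analysis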
West Nile virus CPE – West Nile virus antiviral activity, cell-based, CPE readout (AID 1621); West Nile virus-infected cells, CPE inhibition; higher % means a stronger effect; 0.02% of 290,000 active; CPE inhibition, % at 10 µM; hits with a dose series show IC50 in µM; in the data active = a potency from the dose series; inconclusive = CPE inhibition mostly from about 3.7% at the one dose, without a potency; inactive = the rest, 99 in 100 with CPE inhibition below about 2.2%; also: strong numbers were not always called active
T cell modulator – modulators of CD8 T cell-vesicle binding, primary screen, mouse 2C CD8+ T cells, flow cytometry | 2C CD8+ T cell-vesicle binding; active compounds read low | calls only at 7 µM | 0.068% of 330,000 active;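 active = response, share of CD8 T cells binding vesicles, and their 90th percentile fluorescence all below set limits, cut at about 80% in these data, passing the limit was not always enough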
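Material: 2C TCR transgenic mouse naive CD8+ T cells, MACS-purified. Also added: QL9-charged Drosophila Ld/ICAM-1/B7-1 vesicles. Timing: binding 1.5 h at 37 °C. Measured by: high-throughput flow cytometry with anti-B7-1 and anti-CD8 staining. Read-out: percent CD8+ FL2 mean versus row control. Controls: Unloaded micro-vesicles (low), QL9 vesicles with 0.7% DMSO (high).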
PhoP inhibition – inhibitors of PhoP regulon expression, primary screen, Salmonella Typhimurium, GFP reporter (AID 1863); inhibition, % at 50 µM, or IC50 in µM where a hit was titrated; 0.16% of 300,000 active; S. Typhimurium PhoP-regulated promoter GFP reporter, 4 h; higher % means a stronger effect;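 active = inhibition over 29.93%, a cutoff 3 SD above the screen mean, later confirmed by dose response; inconclusive = inhibition over 29.93% but no dose response follow-up; inactive = inhibition at most 29.93% or unconfirmed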;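 also: 0% = low Mg2+ inducing control and 100% = high Mg2+ repressing control; strong numbers were not always called active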
Rac1 GTP hydrolysis – MgcRacGAP GTPase-activating activity inhibitors, confirmation, biochemical, ADP Hunter fluorescence | Rac GTPase-activating protein 1 (Homo sapiens) | MgcRacGAP-stimulated Rac1 GTP hydrolysis, ADP Hunter fluorescence; higher % means a stronger effect; GST-tagged Rac1 F28L mutant substrate | one-dose inhibition, % at 30 µM; IC50 in µM for titrated hits | 0.6% of 340,000 active | AID 624330, 2012;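 active = first-screen hits whose inhibition reached a set limit at any dose in the follow-up dose series; inconclusive = inhibition above the set first-screen limit but never retested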;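 also: fluorescence reports GDP produced by GAP-driven GTP hydrolysis; strong numbers were not always called active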
WT yeast gro inh – growth inhibition of WT strain, primary screen, mitochondrial fusion inhibitor project, WT and mutant strains, chemical genetic | mitochondrial fusion phenotypic screen | inhibition, % at 10 µM | 2.1% of 190,000 active; in the data active = inhibition above about 58%; tested in S. cerevisiae
b-catenin transl – modulators of beta-catenin nuclear translocation, primary screen, imaging, HeLa cells, immunofluorescence, high-content. nuclear translocation activity, % at 5 µM. 0.3% of 190,000 active;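 active = nuclear translocation activity above 50% at 5 µM, with a well cell count of 50 or more; inconclusive = wells under 50 cells across six images, flagged as toxic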;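 also: per-cell ratio of nuclear to cytoplasmic median beta-catenin stain intensity; plate controls were DMSO negative control for no effect and GSK-3 inhibitor IX positive control for full effect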
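System: Human HeLa cells, endogenous beta-catenin | Compound dosing: 5 µM primary, 0.02–20 µM confirmation | Timing: 24 h compound exposure at 37°C, 5% CO2 | Measured by: Fluorescence imaging of beta-catenin antibody stain plus DAPI | Read-out basis: % activation of per-cell nuclear versus cytoplasmic median beta-catenin signal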
RSV antiviral HEp-2 – RSV antiviral activity via CPE protection, HEp-2 cells, primary 10 µM value included (AID 2391). HEp-2 cells, RSV-induced CPE inhibition; higher % means a stronger effect. CPE inhibition, % at 10 µM; hits with a dose series show IC50 in µM. 0.13% of 310,000 active; in the data active = a potency from the dose series; inconclusive = CPE inhibition mostly from about 23% at the one dose, without a potency; inactive = the rest, 99 in 100 with CPE inhibition below about 21%; also: strong numbers were not always called active
WT yeast gro inh mutant strain – also measured in WT yeast gro inh; calls as there; inhibition, %; mitochondrial fusion phenotypic screen, mutant strain inhibition
b-catenin transl cell count 5 µM – further read-out of b-catenin transl, marked with its call; cell count; measured here: cell count, cytotoxicity flag
T cell modulator vesicle-bound % – recorded beside T cell modulator, whose call it bears; double positive events, %; measured here: CD8+ vesicle-bound cell fraction;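 binding gate set so that unloaded-vesicle control wells show 10% double positive cells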
Myeloid diff MLP GFP+ MAC1+ % – second read-out of Myeloid diff MLP, no call of its own (marks repeat the call); GFP+ MAC1+ double positive, %; measured here: differentiation confirmed by MAC1 staining
* hit, by the source's call; i = inactive; ? = inconclusive; . = not tested or not shown.

Fields – Myeloid diff MLP GFP+ MAC1+ %	WT yeast gro inh mutant strain	Myeloid diff MLP	WT yeast gro inh	b-catenin transl cell count 5 µM	Large T inhibition	West Nile virus CPE	b-catenin transl	PhoP inhibition	Rac1 GTP hydrolysis	RSV antiviral HEp-2	T cell modulator vesicle-bound %	T cell modulator
Cc1ccc(C(=O)N(CC(C)C)c2c(N)n(Cc3ccccc3)c(=O)[nH]c2=O)o1
  0.6	.	i	.	.	19%	.	.	-3%	0%	-1.5%	33	i
COC(=O)c1c(C)oc(C)c1S(=O)(=O)NCC1CC1
  0.3	.	i	.	1410	16%	0.0%	-2.3	6%	10%	-2.4%	29	i
c1ccc(N2CCCCC2)c(NC2=NCCC2)c1
  0.9	15	i	13	1064	25%	0.4%	-2.0	5%	11%	0.5%	26	i
COc1cc2c(cc1NC(=O)CN1CCN(S(=O)(=O)c3ccc(C)cc3)CC1)oc1ccccc12
  0.7	13	i	9	1214	23%	.	-2.8	-3%	-4%	2.2%	36	i
CSc1ccccc1NC(=O)C1C2CCC(C2)C1C(=O)O (centres undefined)
  0.3	7	i	-5	1030	-1%	0.0%	-1.3	-7%	0%	0.2%	31	i
Cc1ccc(CN(C)C(=O)COC(=O)CSc2cc(C)c3ccccc3n2)cc1
  0.3	.	i	.	.	.	.	.	.	-2%	0.8%	40	i
CN(CC(=O)NCc1ccco1)S(=O)(=O)c1ccc(F)cc1
  2.5	.	i	.	.	-5%	0.3%	.	1%	5%	0.2%	20	i
COc1ccc(C(CNC(=O)c2ccc(S(=O)(=O)N3CCOCC3)cc2)N2CCCCC2)cc1 (centres undefined)
  0.3	-5	i	1	.	8%	-0.4%	.	4%	10%	0.7%	40	i
COc1ccc([C@@H]2CC(=O)c3c(O)cc(O)cc3O2)cc1O
  2.7	.	i	.	.	16%	.	.	-17%	15%	3.2%	25	i
O=C1CCCN1CCC1CCN(C2CC(=O)N(Cc3ccc(N4CCCC4=O)cc3)C2=O)CC1 (centres undefined)
  .	23	.	16	953	5%	-0.5%	0.2	-1%	-1%	-0.2%	13	i
O=S1(=O)CCN(C(CCO)c2cccc(C(F)(F)F)c2)CC1 (centres undefined)
  0.6	-12	i	15	999	-9%	0.3%	0.1	11%	5%	-2.3%	.	.
O=c1oc2ccccc2c(O)c1C=NCc1ccccn1
  1.2	-15	i	-23	985	11%	0.0%	3.0	4%	6%	-0.2%	54	i
Cc1cc(SCc2ccccc2Cl)nc(=O)[nH]1
  1.0	.	i	.	.	6%	0.1%	.	-8%	1%	5.8%	32	i
CC(C)Oc1ccc2c3c(c(=O)oc2c1)CCC3
  0.3	-7	i	-2	970	1%	-0.6%	-4.6	6%	9%	?	17	i
O=C(c1ccco1)N1CCN(Cc2c(F)cccc2Cl)CC1
  0.3	.	i	.	.	5%	-1.4%	.	2%	14%	5.5%	65	i
O=C(O)CCCCCN1C(=O)CCC1=O
  2.3	9	i	-9	818	6%	0.0%	-4.7	19%	0%	1.9%	42	i
Cc1ccc(F)cc1CNC(=O)C1CCC(=O)N(CCCN2CCCC2=O)C1 (centres undefined)
  1.1	.	i	.	.	21%	0.3%	.	-5%	4%	0.5%	38	i
Cc1cc(C)cc(OCC(=O)NCc2nc(-c3ccccc3)no2)c1
  2.6	-9	i	-17	1081	1%	-0.6%	0.9	2%	1%	-0.4%	35	i
CCCOc1ccc(S(=O)(=O)NCCCN2CCOCC2)c2ccccc12
  0.3	-4	i	-3	.	6%	-0.5%	.	3%	7%	0.3%	22	i
O=C(CSc1cccc[n+]1[O-])c1ccccc1Br
  .	7	?	18	1060	3%	-0.5%	-1.7	7%	10%	-0.1%	3	i
COC(=O)c1ccc(NC(=O)CSc2nnc(C(C)NC(=O)c3ccccc3Cl)n2C)cc1 (centres undefined)
  0.7	14	i	-5	1328	-6%	0.3%	-0.8	-1%	8%	-0.1%	44	i
CCNc1nnc(CSc2nc3ccccc3s2)s1
  1.0	-7	i	-15	442	7%	-0.9%	1.8	0%	5%	1.0%	5	i
O=C(CSc1nnc2ccc(-c3cccnc3)nn12)Nc1ccc(F)cc1
  1.0	.	i	.	.	3%	.	.	9%	1%	0.4%	41	i
O=C(CSc1nnc(-c2n[nH]c3ccccc23)n1-c1ccccc1)Nc1cccc(Cl)c1
  0.3	-12	i	-17	569	5%	-1.0%	0.0	-10%	3%	6.9%	39	i
COc1cccc(NC(=S)N2CCn3cccc3C2c2cccnc2)c1 (centres undefined)
  0.5	12	i	8	1061	-2%	0.0%	-5.3	0%	3%	0.0%	53	i
CC1CCCCN1S(=O)(=O)c1ccc(S(=O)(=O)NCCc2ccncc2)cc1 (centres undefined)
  2.7	-2	i	-1	1213	15%	-0.6%	-5.0	0%	6%	11%	42	i
COc1ccc(S(=O)(=O)NN=C2CCCCC2)cc1
  5.8	-6	i	-14	845	4%	0.2%	-3.7	3%	8%	1.0%	26	i
CCCCc1cc2c(c(NC(C)=O)n1)c(=O)oc1ccccc12
  .	-1	.	8	1126	5%	-0.1%	0.8	3%	.	1.0%	49	i
Cc1cccc2c1NC(=O)C2=Nc1ccc(Cl)cc1
  0.7	.	i	.	.	6%	-0.5%	.	-2%	9%	1.6%	27	i
CCc1ccc(C2CC(=O)NC(SCC(=O)OC(C)C)=C2C#N)cc1 (centres undefined)
  1.1	4	i	15	.	3%	-0.4%	.	0%	1%	3.0%	33	i
COc1ccccc1CN(C)CC(=O)Nc1ccccc1-c1ccccc1
  0.2	19	i	30	1037	8%	-1.0%	0.9	-11%	11%	22%	26	i
CCOc1ccc(NC(=O)CN2C(=O)CCSc3ccc(S(=O)(=O)N4CCCC4)cc32)cc1
  0.5	.	i	.	.	7%	-0.5%	.	-5%	8%	1.3%	9	i
COc1ccc(NC(=O)CSc2nc(-c3ccco3)nc3cc(=O)[nH]n23)cc1Cl
  1.4	.	i	.	.	.	-0.1%	.	-1%	10%	0.3%	10	i
Cc1cc(C)c(NC(=O)CNC(=O)CN2C(=O)NC3(CCCc4ccccc43)C2=O)c(C)c1 (centres undefined)
  2.1	.	i	.	.	9%	.	.	1%	10%	1.4%	34	i
CCOC(=O)C1=C(COC(=O)C2CC(=O)N(c3ccccc3F)C2)NC(=O)NC1C (centres undefined)
  0.5	.	i	.	.	.	.	.	.	6%	0.9%	49	i
COC(=O)c1ccc2c(=O)n(CC3CCCO3)c(SCC(=O)Nc3ccccc3Cl)nc2c1 (centres undefined)
  0.4	18	i	12	.	-3%	-0.1%	.	-15%	3%	0.6%	25	i
COc1c(Br)cc(Br)cc1/C=C1/C(=O)N=C(N)N1C
  1.0	-5	i	10	1077	3%	0.0%	0.1	8%	4%	5.8%	64	i
COc1cccc(CNC(=O)CNC(=O)N2CC(=O)Nc3ccccc32)c1
  3.3	.	i	.	.	12%	0.2%	.	1%	2%	2.6%	10	i
CC(=O)N1CCN(Cc2nc3cc(NC(=O)c4cccs4)ccc3n2C)CC1
  1.4	.	i	.	.	7%	0.3%	.	-9%	10%	1.0%	32	i
CC1(C)Cc2c(cnn2-c2ccccc2)C(NC(=O)CCc2ccncc2)C1 (centres undefined)
  0.0	.	i	.	.	6%	-1.2%	.	-7%	3%	0.2%	30	i
O=C(N/N=C\c1ccc(OCC(=O)N2CCCC2)cc1)C(=O)Nc1ccccc1F
  1.0	0	i	-16	454	8%	0.1%	1.3	-12%	6%	1.6%	32	i
O=C(NNC(=O)c1cccc(-n2cccc2)c1)c1ccc(F)cc1
  1.2	.	i	.	.	13%	.	.	0%	10%	0.0%	58	i
Cc1n[nH]c(=O)c2c(NC(=O)COC(=O)c3cccc(OC(F)F)c3)oc(C)c12
  0.8	.	i	.	.	15%	.	.	-4%	-2%	-2.2%	11	i
Cc1nc2c(-c3ccccc3)c(C)nn2c(C)c1CCC(=O)N1CCOCC1
  2.9	5	i	16	1408	19%	0.6%	0.2	1%	9%	1.7%	28	i
CCOC(=O)Cn1c(S(=O)(=O)Cc2ccccc2Cl)nc(-c2ccccc2)c1-c1ccccc1
  6.6	17	i	18	1005	1%	-1.5%	1.2	-7%	7%	16%	41	i
COc1ccccc1N1CCN(C(=O)c2ccc(-c3nc4ccccc4s3)o2)CC1
  1.0	.	i	.	.	.	.	.	.	4%	3.4%	38	i
CCOC(=O)C(=O)Nc1ccccc1C(=O)NC(C)C
  1.3	-5	i	-1	1070	4%	0.5%	-2.4	3%	8%	1.2%	39	i

Compound profiles (already shown):
`O=C(NNC(=O)c1cccc(-n2cccc2)c1)c1ccc(F)cc1` is listed as Myeloid diff MLP GFP+ MAC1+ % = 1.2; WT yeast gro inh mutant strain = .; Myeloid diff MLP = i; WT yeast gro inh = .; b-catenin transl cell count 5 µM = .; Large T inhibition = 13%; West Nile virus CPE = .; b-catenin transl = .; PhoP inhibition = 0%; Rac1 GTP hydrolysis = 10%; RSV antiviral HEp-2 = 0.0%; T cell modulator vesicle-bound % = 58; T cell modulator = i
`O=C(c1ccco1)N1CCN(Cc2c(F)cccc2Cl)CC1` is listed as Myeloid diff MLP GFP+ MAC1+ % = 0.3; WT yeast gro inh mutant strain = .; Myeloid diff MLP = i; WT yeast gro inh = .; b-catenin transl cell count 5 µM = .; Large T inhibition = 5%; West Nile virus CPE = -1.4%; b-catenin transl = .; PhoP inhibition = 2%; Rac1 GTP hydrolysis = 14%; RSV antiviral HEp-2 = 5.5%; T cell modulator vesicle-bound % = 65; T cell modulator = i
